Compound activity deposited in PubChem BioAssay by Sanford-Burnham Center for Chemical Genomics.
UPR CHOP act: activators of apoptotic CHOP UPR arm, primary screen, cell-based, CHO-CHOP luciferase reporter, luminescence, uHTS | UPR activation; percent of tunicamycin response over DMSO baseline | activation, % at 10 µM | 330,000 tested, 0.34% active | AID 449763, 2010;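 active = at 10 µM dose, activation of 40% or more, normalized to positive control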;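 also: 100% = tunicamycin at 10 µg/mL and 0% = DMSO alone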
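Evaluation: % reporter activation, DMSO baseline versus tunicamycin full activation; System: CHO-CHOP luciferase reporter cell line; Input: 500 cells/well; Incubation: 6 h compound treatment, 37 °C; Measured by: Steady-Glo luciferase luminescence; Dosing: one dose, 10 µM in 0.5% DMSO; Buffer or medium: F12 medium, 10% FBS; Benchmarks: positive tunicamycin 10 µg/mL, negative DMSO alone.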
APJ antag: antagonists of human apelin receptor APJ, primary screen, CHO-K1 cells, beta-arrestin complementation, luminescence; P35414; 330,000 tested, 0.32% active; inhibition, % at 20 µM;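 active = inhibition above about 40% at 20 µM, limit read from the data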;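 also: cells challenged with 10 nM apelin-13 agonist together with compound; plate controls were apelin-13 plus DMSO wells for no effect and DMSO wells lacking apelin-13 for full effect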
Target sequence (P35414 whole entry, looked up): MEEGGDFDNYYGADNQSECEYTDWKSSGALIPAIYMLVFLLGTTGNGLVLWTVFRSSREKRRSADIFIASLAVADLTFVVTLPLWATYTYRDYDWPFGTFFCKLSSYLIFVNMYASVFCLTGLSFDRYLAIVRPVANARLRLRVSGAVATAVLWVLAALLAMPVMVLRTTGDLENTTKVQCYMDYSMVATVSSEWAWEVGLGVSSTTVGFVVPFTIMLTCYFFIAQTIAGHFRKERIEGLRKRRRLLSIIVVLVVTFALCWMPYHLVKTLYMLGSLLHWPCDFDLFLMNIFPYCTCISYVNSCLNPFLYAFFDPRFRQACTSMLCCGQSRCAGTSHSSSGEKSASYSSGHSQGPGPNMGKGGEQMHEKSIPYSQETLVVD
TIM10 inh: growth inhibitors of isogenic TIM10 control yeast, primary screen, counter-screen for tim10-1 yeast inhibitor project, luminescence, uHTS. S. cerevisiae TIM10 strain growth, BacTiter-Glo luminescence, 24 h. inhibition, % at 10 µM. 330,000 tested, 1.4% active. AID 463195, 2010;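 active = inhibition of 40% or more at the single tested concentration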;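 also: wild-type TIM10 isogenic control strain grown at permissive 25 °C; 0% = DMSO yeast wells and 100% = minimal medium wells without yeast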
tim10-1 inh: growth inhibitors of tim10-1 mutant yeast, primary screen, luminescence, uHTS. 330,000 tested, 2.2% active. inhibition, % at 20 µM. S. cerevisiae tim10-1 ts strain growth, BacTiter-Glo, 24 h;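 active = inhibition of at least 40%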;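 also: mutant grown at 25 °C; 0% = DMSO wells with yeast and 100% = wells holding no yeast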
Mdm2 MdmX PPI: inhibitors of human Mdm2-MdmX association, primary screen, cell-based, luminescence, split luciferase, SaOS-2, uHTS. SaOS-2 split-luciferase Mdm2/MdmX complementation. inhibition, % at 8 µM. 330,000 tested, 3% active;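 active = inhibition of at least 50% at 8 µM in the primary screen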
XBP1 UPR activ: activators of adaptive XBP1 UPR arm, primary screen, cell-based, CHO-XBP1 luciferase reporter, luminescence, uHTS | activation, % at 20 µM | 330,000 tested, 0.33% active | AID 463104, 2010 | IRE1-XBP1 UPR activation; percent of tunicamycin response, DMSO as zero;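 active = versus positive control, 20 µM dose yields 30% or more activation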;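 also: 100% = tunicamycin at 10 µg/mL and 0% = DMSO only wells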
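Material: CHO cell line with stable XBP1 luciferase reporter; schedule: 16-18 h cell attachment at 37 °C, then 6 h compound exposure; signal: glow luminescence from Steady-Glo reagent; medium: serum-containing F12 medium, 10% FBS; benchmarks: tunicamycin 10 µg/mL and vehicle-only wells; read-out: percent activation relative to tunicamycin reference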
tim23-1 inh: growth inhibitors of tim23-1 mutant yeast, primary screen, luminescence, uHTS; S. cerevisiae tim23-1 growth, BacTiter-Glo luminescence, 24 h; inhibition, % at 20 µM; 330,000 tested, 1.3% active;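 active = growth inhibition of the mutant yeast at or above 50%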;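 also: temperature-sensitive mutant grown at 25 °C; plate controls were DMSO-treated mutant yeast for no effect and medium wells lacking yeast for full effect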
CXCR6 block: CXCR6 receptor inhibitors, primary screen, cell-based, beta-arrestin, luminescence, CHO-K1 PathHunter, 1536-well; C-X-C chemokine receptor type 6 (Homo sapiens), O00574; inhibition, % at 20 µM; AID 602244, 2012; 360,000 tested, 0.36% active; in the data active = inhibition above about 34%, passing the limit was not always enough;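 also: antagonist mode with CXCL16 agonist at 10 nM final; 0% = 10 nM CXCL16 with DMSO and 100% = unstimulated wells without agonist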
Target sequence (O00574 whole entry, looked up): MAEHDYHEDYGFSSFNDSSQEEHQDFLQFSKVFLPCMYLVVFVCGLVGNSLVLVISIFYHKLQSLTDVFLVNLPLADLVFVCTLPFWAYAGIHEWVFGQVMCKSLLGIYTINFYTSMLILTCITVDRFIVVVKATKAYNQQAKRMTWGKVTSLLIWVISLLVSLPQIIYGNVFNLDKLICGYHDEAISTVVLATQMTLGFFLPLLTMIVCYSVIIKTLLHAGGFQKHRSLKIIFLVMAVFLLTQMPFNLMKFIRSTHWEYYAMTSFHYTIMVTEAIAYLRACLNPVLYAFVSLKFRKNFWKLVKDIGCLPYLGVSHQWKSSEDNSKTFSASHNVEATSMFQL
APJ agonist: agonists of human apelin receptor APJ, primary screen, CHO-K1 cells, PathHunter beta-arrestin, luminescence. P35414. activation, % at 20 µM. AID 2520, 2010. 330,000 tested, 0.11% active. 0% DMSO wells, 100% apelin;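 active = activation more than six SD over the plate average, tested at 20 µM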;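 also: 0% = DMSO alone and 100% = apelin-13 at 10 nM; some results filed as inactive read as strong as hits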
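system = engineered CHO-K1 APJ arrestin reporter cells | input = 1000 cells per well | timing = overnight seeding, 90 min compound at 25 °C, 1 h detection | measured by = enzyme-fragment complementation luminescence | read-out = beta-arrestin recruitment to APJ as agonist activity, luminescent signal | control set = negative DMSO alone, positive Apelin-13 at 10 nM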
Active calls of the source: *; nt = not tested or not shown.

Short forms: A = UPR CHOP act; B = APJ antag; C = TIM10 inh; D = tim10-1 inh; E = Mdm2 MdmX PPI; F = XBP1 UPR activ; G = tim23-1 inh; H = CXCR6 block; I = APJ agonist
> CC(C)(C)NC(=O)/C=C/c1ccc(C(F)(F)F)cc1
  A: 4.4 | B: 0 | C: 4 | D: 32 | E: -14 | F: 4 | G: 15 | H: -3 | I: -3

> O=C(O)c1ccc(Nc2nc(-c3ccc([N+](=O)[O-])cc3)nc3ccccc23)cc1
  A: 1.9 | B: -10 | C: -9 | D: -8 | E: 1 | F: 4 | G: -7 | H: -7 | I: 1

> Cc1ccnc2nc(C(=O)NC3CCCc4ccccc43)nn12 (stereo not drawn)
  A: -1.9 | B: 2 | C: -8 | D: 24 | E: 15 | F: -4 | G: 22 | H: -4 | I: -3

> Cc1ccc(N(C(=O)c2csnn2)C(C(=O)NCc2ccccc2)c2cccnc2)cc1 (stereo not drawn)
  A: 2.1 | B: 12 | C: -11 | D: 0 | E: -20 | F: -1 | G: 0 | H: 2 | I: -4

> COc1ccc(Nc2nc(C)cc(C)c2C(N)=O)cc1
  A: 0.7 | B: -3 | C: 11 | D: 3 | E: -11 | F: -2 | G: -8 | H: 0 | I: -2

> COc1ccc([N+](=O)[O-])cc1NCc1cccc([N+](=O)[O-])c1
  A: -0.5 | B: 20 | C: 0 | D: 26 | E: -8 | F: 4 | G: 10 | H: 16 | I: -5

> Cc1ccccc1N1CCN(CC(=O)Nc2ccccc2C(=O)NC2CC2)CC1
  A: -0.7 | B: -2 | C: -2 | D: 5 | E: 20 | F: 1 | G: 18 | H: 26 | I: -5

> O=C(c1ccco1)N1CCN(Cc2nnnn2CCc2ccccc2)CC1
  A: -1.1 | B: 0 | C: -3 | D: 12 | E: 1 | F: 1 | G: 0 | H: -7 | I: 1

> COc1cc(SC)ccc1C(=O)Nc1ccc2c(c1)CCC2
  A: 4.1 | B: -15 | C: 5 | D: 30 | E: -151 | F: 3 | G: 51* | H: 6 | I: -4

> Cc1ccccc1CC(=O)N1CCN(S(=O)(=O)c2cccs2)CC1
  A: 0.5 | B: 5 | C: 3 | D: -10 | E: -1 | F: -7 | G: -3 | H: -3 | I: -4

(listing goes on)
Short forms: A = UPR CHOP act; B = APJ antag; C = TIM10 inh; D = tim10-1 inh; E = Mdm2 MdmX PPI; F = XBP1 UPR activ; G = tim23-1 inh; H = CXCR6 block; I = APJ agonist
> Brc1ccc(-c2nnc3ccc(Nc4ccccc4)nn23)cc1
  A: 0.7 | B: 2 | C: 5 | D: 11 | E: -17 | F: 20 | G: -6 | H: nt | I: 1

> Cc1sc(NC(=O)CCl)c(C(=O)c2ccccc2)c1C
  A: -6.4 | B: 0 | C: 46* | D: 43* | E: 54* | F: -7 | G: 52* | H: -1 | I: -4

> COc1ccc(C(=O)Cn2c(=O)c(CCC(=O)O)nn3c4ccccc4nc23)cc1OC
  A: -1.0 | B: -6 | C: -6 | D: 9 | E: 11 | F: 1 | G: 17 | H: 2 | I: -3

> CC1=C(C(=O)OC(C)C)C(c2ccccc2Cl)CC(=O)N1 (stereo not drawn)
  A: -1.1 | B: 16 | C: -15 | D: 23 | E: 19 | F: -4 | G: 11 | H: 21 | I: 7

> O=C(COc1cccc(NC(=O)c2ccccc2)c1)c1ccc(F)cc1
  A: 4.4 | B: -8 | C: 42* | D: -5 | E: -15 | F: 0 | G: 8 | H: -2 | I: 1

> CC(=O)N1c2ccccc2S(=O)(=O)c2ccccc21
  A: -3.3 | B: 1 | C: 2 | D: 12 | E: -3 | F: 1 | G: 12 | H: -6 | I: -2

> O=S(=O)(c1cccc(Cl)c1Cl)N1CCCCC1
  A: -1.4 | B: 40* | C: -12 | D: 11 | E: -2 | F: 3 | G: 11 | H: 7 | I: 2

> Cc1ccc(CN2CCN(C(=O)CCC(=O)Nc3nnc(C(C)C)s3)CC2)c(C)c1
  A: 0.4 | B: 5 | C: 2 | D: -4 | E: 19 | F: -2 | G: -2 | H: 0 | I: -4

> CCCn1c2ccccc2c2cnn(CC(=O)O)c(=O)c21
  A: 0.3 | B: -36 | C: -6 | D: 16 | E: 5 | F: -3 | G: -5 | H: 6 | I: -5

> S=C(NCc1cccnc1)Nc1cc(Cl)cc(Cl)c1
  A: -0.9 | B: 16 | C: 5 | D: 17 | E: -1 | F: 0 | G: 5 | H: 7 | I: -3

Remaining list, next part.
Short forms: A = UPR CHOP act; B = APJ antag; C = TIM10 inh; D = tim10-1 inh; E = Mdm2 MdmX PPI; F = XBP1 UPR activ; G = tim23-1 inh; H = CXCR6 block; I = APJ agonist
> Cc1ccc(SCCNC(=O)CN2C(=O)c3ccccc3S2(=O)=O)cc1
  A: 1.4 | B: 15 | C: 19 | D: 24 | E: -25 | F: -3 | G: -6 | H: -6 | I: 0

> Cc1c(C(=O)N2CCCC(C)C2)sc2ncnc(N3CCCCC3C)c12 (stereo not drawn)
  A: -1.8 | B: 10 | C: 8 | D: 34 | E: 6 | F: -4 | G: 18 | H: 3 | I: -1

> CO/N=C\Cc1oc(=O)c(NC(=O)c2ccccc2)cc1C(=O)OC
  A: -0.8 | B: -10 | C: 13 | D: 17 | E: 10 | F: -4 | G: 6 | H: 5 | I: -1

> CCC(C)(C)NC(=O)c1ccc(Sc2nncn2C)c([N+](=O)[O-])c1
  A: 2.2 | B: -17 | C: -11 | D: 13 | E: 8 | F: -1 | G: -2 | H: 8 | I: 4

> COc1cc(C2CC(=O)Nc3ccccc3S2)cc(OC)c1OC (stereo not drawn)
  A: 0.7 | B: 2 | C: 8 | D: 17 | E: 4 | F: 0 | G: 22 | H: 1 | I: 3

> CCCCCCc1nnc(N)s1
  A: -2.1 | B: -28 | C: -12 | D: 6 | E: 7 | F: 5 | G: 28 | H: 3 | I: 6

> CC(C)Nc1nc(Oc2ccc(=O)n(-c3ccccc3)n2)nc(N(C)C)n1
  A: -0.2 | B: 3 | C: 21 | D: 23 | E: 10 | F: 2 | G: 23 | H: 4 | I: 1

> COc1ccc(Nc2nc(Cl)nc(Nc3ccc(OC)cc3OC)n2)c(OC)c1
  A: 1.1 | B: -9 | C: -30 | D: -10 | E: -18 | F: 1 | G: 6 | H: 3 | I: 0

> COC(=O)Cc1nc2ccccc2[nH]1
  A: 0.5 | B: -5 | C: 4 | D: 0 | E: -5 | F: 0 | G: 12 | H: -1 | I: 0

> CCc1sc(C(=O)Nc2ccc3nc(C)sc3c2)cc1C
  A: 4.4 | B: 14 | C: 17 | D: -55 | E: -110 | F: 8 | G: 26 | H: -5 | I: -3

Among those listed so far, 2 contain fluorine.
Short forms: A = UPR CHOP act; B = APJ antag; C = TIM10 inh; D = tim10-1 inh; E = Mdm2 MdmX PPI; F = XBP1 UPR activ; G = tim23-1 inh; H = CXCR6 block; I = APJ agonist
> CC(C)(C)NC(=O)/C=C/c1ccc(C(F)(F)F)cc1
  A: 4.4 | B: 0 | C: 4 | D: 32 | E: -14 | F: 4 | G: 15 | H: -3 | I: -3

> O=C(COc1cccc(NC(=O)c2ccccc2)c1)c1ccc(F)cc1
  A: 4.4 | B: -8 | C: 42* | D: -5 | E: -15 | F: 0 | G: 8 | H: -2 | I: 1

Three of the entries above in order of their number in CXCR6 block, largest number first:
| SMILES | CXCR6 block |
| --- | --- |
| CO/N=C\Cc1oc(=O)c(NC(=O)c2ccccc2)cc1C(=O)OC | 5 |
| CC(C)Nc1nc(Oc2ccc(=O)n(-c3ccccc3)n2)nc(N(C)C)n1 | 4 |
| COC(=O)Cc1nc2ccccc2[nH]1 | -1 |

Carrying on.
Short forms: A = UPR CHOP act; B = APJ antag; C = TIM10 inh; D = tim10-1 inh; E = Mdm2 MdmX PPI; F = XBP1 UPR activ; G = tim23-1 inh; H = CXCR6 block; I = APJ agonist
> Cn1c(Oc2ccc(Cl)cc2)c(C=O)c2ccccc21
  A: -3.1 | B: -3 | C: 9 | D: 19 | E: 50* | F: -7 | G: 42 | H: 10 | I: -3

> Cn1c(CN2CCCCC2)nc2cc(NC(=O)c3ccccc3)ccc21
  A: -0.5 | B: 6 | C: 33 | D: 6 | E: 6 | F: 1 | G: 11 | H: -11 | I: -1

> CC1(c2ccc3ccccc3c2)NC(=O)N(CC(N)=O)C1=O (stereo not drawn)
  A: 1.1 | B: -5 | C: -2 | D: 9 | E: 7 | F: -1 | G: 6 | H: -16 | I: -1

> CC1CCCCN1CCCNC(=O)c1nn(C)c2c1CSc1ccccc1-2 (stereo not drawn)
  A: -3.9 | B: 13 | C: 10 | D: 6 | E: 30 | F: -1 | G: 5 | H: 4 | I: 7

> COC(=O)C(C)Oc1ccc(-c2nccc(-c3cccs3)n2)cc1 (stereo not drawn)
  A: 7.0 | B: 10 | C: 11 | D: 36 | E: -4 | F: 0 | G: 36 | H: -7 | I: -3

> Cn1c(SCC(=O)N2CCc3ccccc32)nnc1-c1ccc(S(=O)(=O)N2CCCC2)cc1
  A: -0.8 | B: -14 | C: 4 | D: 9 | E: 8 | F: -3 | G: 3 | H: 5 | I: -2

Molecules from the list above containing a COOH group, in the order listed:
Short forms: A = UPR CHOP act; B = APJ antag; C = TIM10 inh; D = tim10-1 inh; E = Mdm2 MdmX PPI; F = XBP1 UPR activ; G = tim23-1 inh; H = CXCR6 block; I = APJ agonist
> O=C(O)c1ccc(Nc2nc(-c3ccc([N+](=O)[O-])cc3)nc3ccccc23)cc1
  A: 1.9 | B: -10 | C: -9 | D: -8 | E: 1 | F: 4 | G: -7 | H: -7 | I: 1

> COc1ccc(C(=O)Cn2c(=O)c(CCC(=O)O)nn3c4ccccc4nc23)cc1OC
  A: -1.0 | B: -6 | C: -6 | D: 9 | E: 11 | F: 1 | G: 17 | H: 2 | I: -3

> CCCn1c2ccccc2c2cnn(CC(=O)O)c(=O)c21
  A: 0.3 | B: -36 | C: -6 | D: 16 | E: 5 | F: -3 | G: -5 | H: 6 | I: -5

These rows are one share of the data; count on the stated rates, not on these rows.
